Screens (PubChem)
mcGAS lum: blocks mouse cGAS activity. 160,000 tested, 0.15% active. inhibition, % at 12.5 µM. recombinant cGAS, Kinase-Glo ATP depletion luminescence;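 note: 0% = negative control wells and 100% = reference inhibitor with no enzyme activity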
hcGAS lum: human cGAS inhibition; Q8N884; recombinant h-cGAS, ATP depletion, Kinase-Glo luminescence; inhibition, % at 12.5 µM; 290,000 tested, 0.081% active; AID 1259398;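 note: 0% = vehicle reaction and 100% = reaction without DNA for no activity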
Target sequence (Q8N884 whole entry, looked up): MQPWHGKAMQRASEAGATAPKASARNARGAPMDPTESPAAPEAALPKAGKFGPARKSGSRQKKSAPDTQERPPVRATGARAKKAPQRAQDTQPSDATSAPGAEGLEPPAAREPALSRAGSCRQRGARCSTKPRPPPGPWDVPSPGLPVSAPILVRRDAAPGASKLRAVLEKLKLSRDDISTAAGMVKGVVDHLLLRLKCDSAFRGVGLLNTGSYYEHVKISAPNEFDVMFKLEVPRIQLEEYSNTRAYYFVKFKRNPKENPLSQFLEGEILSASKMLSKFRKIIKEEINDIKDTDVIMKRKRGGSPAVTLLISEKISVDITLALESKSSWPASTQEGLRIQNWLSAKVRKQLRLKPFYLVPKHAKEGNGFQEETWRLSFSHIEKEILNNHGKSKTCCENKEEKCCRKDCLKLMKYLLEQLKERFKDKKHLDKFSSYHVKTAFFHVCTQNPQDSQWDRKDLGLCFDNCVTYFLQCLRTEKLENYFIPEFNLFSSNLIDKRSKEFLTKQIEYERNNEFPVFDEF
NPYLR7 ag: mosquito NPYLR7 agonism | 270,000 tested, 0.15% active | HEK293T NPYLR7/Galpha15, GCaMP6s calcium fluorescence | activation, % at 10 µM; in the data active = activation above about 40%;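 note: 0% = vehicle and 100% = reference agonist at the receptor; some compounds past the cut are filed as inactive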
* hit, by the source's call; · = not tested or not shown; & = joins results of further samples. Cut-off read from the data, not from the text of the source, unless noted: active = inhibition above about 40%; inactive = the rest.

| Compound | hcGAS lum | mcGAS lum | NPYLR7 ag |
| --- | --- | --- | --- |
| Cc1ccc(C(=O)CSc2nccn(-c3cccc(F)c3)c2=O)c(C)c1 | -5 | -7 | 5 |
| O=C(Nc1c(-c2ccc(F)cc2)nc2ccccn12)C1CCCCC1 | -4 | -5 | -3 |
| CCNc1cc(C)nc(N2CCN(C(=O)Nc3ccc(Cl)cc3)CC2)n1 | -12 | · | 10 |
| Cc1cc(Nc2ccc(F)cc2)n2nc(C)c(-c3ccccc3)c2n1 | -6 | -7 | 1 |
| CC(C)(C)c1ccc2c(c1)CC(CNC(=O)c1c(F)c(F)c(F)c(F)c1F)O2 (configuration not stated) | -6 | · | 27 |
| CCCCCCCCCc1ccc(OCCOCCOCCOCCOCCOCCOCCOCCOCCO)cc1 | 2 | -2 | -3 |
| COCCn1c(=O)c2c(nc3n2CCCN3c2ccc(C)cc2C)n(C)c1=O | 2 | · | 0 |
| CCOC(=O)c1cc(C#N)c(SCc2ccc(C(=O)N3C4CCC3CC(Oc3cc(C)ccc3Cl)C4)cc2)nc1C (configuration not stated) | 2 | -8 | 13 |
| CC1C(=O)N(c2ccc(Cl)cc2Cl)CCN1C(=O)c1cccs1 (configuration not stated) | -7 | -7 | 0 |
| COCCN1C(=O)/C(=C/C=C/c2ccccc2)SC1=S | -11 | · | 0 |
| NC(=O)C1CCN(c2ccc3cccc(OCc4ccccc4)c3n2)CC1 | -5 | -9 | 12 |
| Cc1cc2c(=O)n(C)c(SCC(=O)Nc3ccc(Cl)cc3)nc2s1 | -5 | · | -9 |
| CO[C@H]1CN(Cc2cccc(NC(C)=O)c2)[C@H]2CC[C@@H](O)[C@@H]1C2 | 0 | -6 | 26 |
| CCCNC(=O)COc1nc2ccccc2nc1N1CCOCC1 | 6 | -3 | 3 |
| Cc1cc(C(=O)NCc2ccc(F)cc2)n2nc(-c3ccccc3)cc2n1 | -4 | -4 | 3 |
| COC(=O)c1nn(-c2cccc(C)c2)c2nnc(Cc3ccccc3)c(=O)n12 | -3 | · | 3 |
| O=C(CCc1cn2ccccc2n1)N1C[C@H]2C[C@H](O)[C@@H](O)C[C@H]2C1 | -6 | -15 | 6 |
| C=CCNc1nc(NCCCN2CCCC2=O)c2sc(-c3ccccc3)cc2n1 | -11 | · | 6 |
| CC(C)c1nc(N2CCCCC2)c(C#N)c2c1COC(C)(C)C2 | -1 | -3 | 3 |
| O=S(=O)(c1cccc(Cl)c1)N1CCN(C(c2ccccc2)c2ccc(Cl)cc2)CC1 (configuration not stated) | 3 | 1 | 6 |
| C=CC1=C(C(=O)O)N2C(=O)[C@@H](NC(=O)/C(=N/OCC(=O)O)c3csc(N)n3)[C@H]2SC1 (stereo in doubt) | -4 | · | -4 |
| Cn1nccc1CNC(=O)c1ccc(COc2cc(Cl)ccc2Cl)o1 | 3 | · | 6 |
| OCCC12CC3CC(CC(C3)C1)C2 | 2 | · | 1 |
| CCCOc1ccc(C=C2N=C(c3ccccc3)OC2=O)cc1OCC | -5 | -5 | -3 |
| Cc1ncsc1C(=O)NC(CC(=O)OC(C)C)c1ccccc1Cl (configuration not stated) | -2 | · | 5 |
| COC(=O)c1ccc(CO[C@H]2CCC=C3C[C@@H](O)CC[C@@]32C)cc1 | -1 | -8 | 4 |
| Cc1nc(CN2CCCC2Cn2ccnc2C(C)C)nc2ccccc12 (configuration not stated) | -1 | · | -10 |
| O=C(c1ccccc1C(F)(F)F)N1CCC(n2c(=O)[nH]c3ccccc32)CC1 | -7 | -7 | -5 |
| CC(=O)N(C)c1ccc(NC(C)c2ccc(F)c(F)c2)cc1 (configuration not stated) | -5&-5 | -12 | 7&5 |
| O=C(OCc1nc(C(=O)Nc2ccc(Oc3ccccc3)cc2)cs1)c1ccccc1 | -1 | 0 | -8 |
| COc1ccc(/C=N\N2C(=O)C3C4C=CC(CC4)C3C2=O)c(OC)c1 (configuration not stated) | -8 | -7 | -8 |
| O=C(Nc1ccc(-c2noc(-c3ccco3)n2)cc1)c1ccco1 | 3 | · | -3 |
| Cc1cccc(C)c1OCC(=O)Nc1cncnc1N1CCCC1 | 7 | · | -10 |
| O=C(Cc1ccc(Cl)cc1)Nn1cnc2c(cnn2-c2ccc(F)cc2)c1=O | -15 | · | 19 |
| Cc1cc(-n2cnnc2CCn2cccn2)n(C)n1 | -5 | · | 0 |
| CCCn1c(=O)c2c(nc3n(CCOC)c(C)c(C)n23)n(C)c1=O | -7 | · | -1 |
| Clc1ccc(CSCc2cn3ccsc3n2)cc1 | -8 | -3 | 4 |
| CCc1nccc(-c2nccn2-c2ccc(-c3ccn[nH]3)cc2)n1 | -14 | -16 | 8 |
| CC(=O)N1CCc2cc(NC(=O)c3cc(S(C)(=O)=O)ccc3C)ccc21 | -9 | · | 5 |
| CC(C)CNC(=O)N1CCCCCCN(C)C(=O)[C@@H]2CCC[C@@H]21 | -10 | -5 | · |
| O=C(N/N=c1\oc2cc(O)ccc2cc1-c1nc2ccccc2[nH]1)c1ccc([N+](=O)[O-])cc1 | 2 | · | 25 |
| O=S(=O)(c1cccs1)N1CCN(c2cnccn2)CC1 | -5 | · | 2 |
| Cc1ccc(-c2cc(O)c3c(c2)CN(C(=O)C(C)n2cccn2)CCO3)s1 (configuration not stated) | -9 | · | -3 |
| CC(C)(C)CC(C)(C)Nc1c(-c2ccccc2OC(=O)c2cccc(Cl)c2)nc2ccccn12 | 1 | 2 | 4 |
| CCCOC(=O)N1C[C@@H]2C(CN(C)C3CCS(=O)(=O)CC3)[C@@H]2C1 (some centres not stated) | -9 | -4 | · |
| FC(F)Oc1cccc(CNC2CCC3(CCNCC3)CC2)c1 | -4 | -1 | -2 |
| O=C(NNC(=O)c1ccc2c(c1)OCCCO2)c1ccc(Cn2nnc(-c3ccccc3)n2)cc1 | 4 | -1 | 3 |
| C=CCc1cc(C)cc(C)c1OCCCCN1CCN(C)CC1 | -7 | · | -12 |
| O=C(/C=C/c1ccc2c(c1)OCO2)N1CC=C(c2ccc(Cl)cc2)CC1 | -4 | 0 | -7 |
| CC1CN(Cc2cscn2)C(C)(C)C1 (configuration not stated) | -11 | · | 14 |
| O=C(CNS(=O)(=O)c1ccc2c(c1)OCCCO2)NC1CCSc2ccccc21 (configuration not stated) | -9 | · | 10 |
| COc1cc2c(Cl)ncnc2cc1O | -9 | · | 9 |
| O=C1NC(=NC2CCCCC2)S/C1=C/c1cc(F)cc2c1OCOC2 | -8 | -4 | 2 |
| COC(=O)c1ccc(-c2n[nH]c(=O)c3ccccc23)cc1 | -7 | -7 | 6 |
| COc1ccc(-c2ccc(C(=O)NCc3cc(=O)[nH]cn3)o2)cc1 | -2 | · | -2 |
| O=C(c1cc(-c2ccco2)nn1-c1cccc([N+](=O)[O-])c1)N1CCC(Cc2ccccc2)CC1 | -1 | 1 | -6 |
| COC(=O)c1sccc1NC(=O)CCCC(=O)O | -3 | · | 4 |
| O=C1C(Oc2ccc(F)cc2Cl)CCN1c1ccccc1OC(F)F (configuration not stated) | -3 | 4 | -3 |
| COc1cc(-c2cccc(NC(C)=O)c2)ncn1 | 2 | · | -7 |
| CCn1c(C2CCN(C(=O)COc3ccc(Cl)cc3)CC2)nn(C)c1=O | -4 | · | 14 |

(list continues)
| Compound | hcGAS lum | mcGAS lum | NPYLR7 ag |
| --- | --- | --- | --- |
| O=C(c1cn(CC2CCCO2)cc2c(=O)n(-c3ccccc3)nc1-2)N1CCN(C(=O)C2CC2)CC1 (configuration not stated) | -2 | -6 | 9 |
| CC(=O)c1ccccc1-c1c(C)c2ccccc2[nH]c1=O | -2 | · | 0 |
| COC[C@H]1C[C@H]2C[C@@H](Oc3ccccn3)[C@H](N3CCN(c4cccc(Cl)c4)CC3)[C@]2(O)CO1 | -4 | -3 | -1 |
| O=C1OCCN1c1cccc(NS(=O)(=O)c2cccc(Cl)c2)c1 | -8 | -7 | -4 |
| CCc1cc(=O)n(CC(N)=O)c(-n2nc(C)cc2C)n1 | -6 | -9 | 1 |
| CSC(C)C(=O)Nc1ccc(Sc2nc(C)cs2)cc1C (configuration not stated) | -7 | · | 2 |
| COc1ccc(C(=O)Oc2c(S(=O)(=O)c3ccc(C)cc3)c(C)nn2C(C)(C)C)c(OC)c1 | -11 | -8 | -1 |
| CN1CCN(C(CNC(=O)C2CCCCC2)c2ccc3c(c2)CCN3C)CC1 (configuration not stated) | -2 | · | 6 |
| COC(=O)C1C(=N)Oc2cc(O)ccc2C1c1ccc(OCc2ccccc2C#N)cc1 (configuration not stated) | 5 | · | 10 |
| Cc1nc(N2CCCCCC2)c2c3c(sc2n1)CCCC3 | -2 | · | 4 |
| COC(=O)c1cc(C2CC2)nc2c1c(C)nn2C1CCS(=O)(=O)C1 (configuration not stated) | -6 | · | 12 |
| COc1ccc(S(=O)(=O)N2CCCCC2)cc1NC(=O)CN1CCSc2ccccc21 | -5 | · | 3 |
| COC(=O)c1sccc1S(=O)(=O)Nc1ccc(Cl)c(S(=O)(=O)N2CCCCC2)c1 | -8 | -6 | 11 |
| c1ccc2c(c1)nc(CCc1c[nH]c3ccccc13)n1c3ccccc3nc21 | -4 | · | 5 |
| Cn1ccsc1=NC(=S)Nc1ccc2c(c1)OCCO2 | -6 | · | 5 |
| COc1ccccc1CN(CCc1c[nH]c2ccccc12)C(=O)CN(C(=O)c1ccccc1F)C(C)C | -4 | -5 | 22 |
| CCOC(=O)c1cc(-c2ccc(C)c(C)c2)n(-c2ccc(C(=O)NCCCn3ccnc3)cc2)n1 | -9 | -8 | 6 |
| COc1ccc(S(=O)(=O)CCCC(=O)Nc2nnc(-c3cc(C)n(C)n3)o2)cc1 | -2 | -2 | -9 |
| CCc1ccc2occ(CC(=O)N3C[C@@H](N)C[C@H]3C(=O)NC(C)C)c2c1 | -6 | · | -4 |
| COC(=O)c1sccc1NC(=O)Cn1nc([N+](=O)[O-])c(Br)c1C | -5 | -6 | -1 |
| CCC(C(=O)N1CCc2c(ncnc2N(C)C)C1)N1Cc2ccccc2C1=O (configuration not stated) | -4 | -9 | 5 |
| CCn1c(CN2CCC(CO)(CCCc3ccccc3)CC2)nc2ccccc21 | -6 | -11 | 15 |
| COc1ccc(C(=O)N2CCCC(Nc3ccc(F)cc3)C2)cc1F (configuration not stated) | -10 | · | -2 |
| COCC(O)CN(CC(=O)N1CCc2sccc2C1COc1cccc(C)c1)Cc1ccco1 (configuration not stated) | 0 | -5 | 0 |
| Cc1ccc(NC(=O)C2(C)CCN2C(=O)C2(c3ccccc3)CC2)cc1 (configuration not stated) | -7 | · | 5 |
| COc1ccccc1C(=O)N1CCN(C(=O)C(C)N2CCc3sccc3C2c2ccccc2C)CC1 (configuration not stated) | 4 | -1 | -4 |
| COc1ccccc1N1CCN(C(=O)c2cccc(C(=O)N3CCN(c4ccccc4OC)CC3)c2)CC1 | -5 | · | -2 |
| CC1CN(c2cc(Oc3ccccc3)ncn2)CCN1C(=O)Cc1ccccc1 (configuration not stated) | -4 | -5 | -10 |
| CCn1c(SCC(=O)NCc2ccc3c(c2)OCO3)nnc1C1CC1 | -10 | -1 | 6 |
| CN1CCN(c2ccc3c(ccc4c5ccccc5[nH]c34)n2)CC1 | 12 | · | 3 |
| Cc1c(C(=O)NCc2ccccn2)sc(=O)n1Cc1ccc(-c2ccccc2)cc1 | -2 | · | 5 |
| COCCN(CCC#N)c1nc2cc(C)ccc2o1 | -7 | · | 5 |
| CC1(C(=O)Nc2cccc(Oc3ccccc3)c2)CCN1Cc1csc2ccccc12 (configuration not stated) | 3 | 1 | -5 |
| CCCNC(=O)N(Cc1cccc(OCc2nc(CO)cs2)c1)Cc1ccco1 | -1 | -4 | 25 |
| CC(C#N)c1cccc(C(=O)N2CCN(Cc3ccc(-c4noc(-c5cccs5)n4)cc3)CC2)c1 (configuration not stated) | -3 | -5 | 3 |
| CC(C)(C)Nc1nc(Cl)nc(Nc2ccc(F)cc2)n1 | -2 | · | 12 |
| Cn1cnnc1C1CCN(Cc2cc3cc4c(cc3[nH]c2=O)OCO4)CC1 | -3 | · | 13 |
| Cc1ccc(S(=O)(=O)Nc2ccc3cn[nH]c3c2)cc1[N+](=O)[O-] | -5 | · | -3 |

In the list so far, these contain two or more sulfur atoms:
| Compound | hcGAS lum | mcGAS lum | NPYLR7 ag |
| --- | --- | --- | --- |
| COCCN1C(=O)/C(=C/C=C/c2ccccc2)SC1=S | -11 | · | 0 |
| Cc1cc2c(=O)n(C)c(SCC(=O)Nc3ccc(Cl)cc3)nc2s1 | -5 | · | -9 |
| C=CC1=C(C(=O)O)N2C(=O)[C@@H](NC(=O)/C(=N/OCC(=O)O)c3csc(N)n3)[C@H]2SC1 (stereo in doubt) | -4 | · | -4 |
| Clc1ccc(CSCc2cn3ccsc3n2)cc1 | -8 | -3 | 4 |
| O=S(=O)(c1cccs1)N1CCN(c2cnccn2)CC1 | -5 | · | 2 |
| O=C(CNS(=O)(=O)c1ccc2c(c1)OCCCO2)NC1CCSc2ccccc21 (configuration not stated) | -9 | · | 10 |
| CSC(C)C(=O)Nc1ccc(Sc2nc(C)cs2)cc1C (configuration not stated) | -7 | · | 2 |
| COc1ccc(S(=O)(=O)N2CCCCC2)cc1NC(=O)CN1CCSc2ccccc21 | -5 | · | 3 |
| COC(=O)c1sccc1S(=O)(=O)Nc1ccc(Cl)c(S(=O)(=O)N2CCCCC2)c1 | -8 | -6 | 11 |
| Cn1ccsc1=NC(=S)Nc1ccc2c(c1)OCCO2 | -6 | · | 5 |
